MITF primary: MITF inhibitors, primary screen, biochemical, AlphaScreen, human | inhibition, % at 2.6 µM | AlphaScreen MITF homodimerization, bead proximity signal | 650,000 tested, 0.91% active; in the data active = inhibition above about 50%;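 also: 0% = vehicle wells with protein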
Target sequence (O75030 whole entry, looked up): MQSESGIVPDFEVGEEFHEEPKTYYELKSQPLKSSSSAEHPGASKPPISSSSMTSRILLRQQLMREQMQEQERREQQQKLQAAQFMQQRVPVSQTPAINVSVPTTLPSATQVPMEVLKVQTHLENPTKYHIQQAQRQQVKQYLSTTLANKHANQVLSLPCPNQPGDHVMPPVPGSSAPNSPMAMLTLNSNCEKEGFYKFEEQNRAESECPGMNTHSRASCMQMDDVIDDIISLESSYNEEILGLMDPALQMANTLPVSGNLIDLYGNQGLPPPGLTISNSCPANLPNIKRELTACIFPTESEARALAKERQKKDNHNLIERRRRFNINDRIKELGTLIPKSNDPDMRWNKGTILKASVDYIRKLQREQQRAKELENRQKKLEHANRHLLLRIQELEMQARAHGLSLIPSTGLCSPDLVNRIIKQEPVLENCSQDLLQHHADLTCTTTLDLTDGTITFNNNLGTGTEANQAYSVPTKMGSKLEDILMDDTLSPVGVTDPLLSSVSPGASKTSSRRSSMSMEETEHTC
GPR151 ag: activators of human GPR151, primary screen, cell-based, PathHunter beta-arrestin, luminescence; G-protein coupled receptor 151 (Homo sapiens), Q8TDV0; PathHunter beta-arrestin GPR151 cells; activation, % at 11.2 µM; 650,000 tested, 1% active; in the data active = activation above about 4.9%;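 also: 0% = median of compound wells and 100% = cells with positive control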
Target sequence (Q8TDV0 whole entry, looked up): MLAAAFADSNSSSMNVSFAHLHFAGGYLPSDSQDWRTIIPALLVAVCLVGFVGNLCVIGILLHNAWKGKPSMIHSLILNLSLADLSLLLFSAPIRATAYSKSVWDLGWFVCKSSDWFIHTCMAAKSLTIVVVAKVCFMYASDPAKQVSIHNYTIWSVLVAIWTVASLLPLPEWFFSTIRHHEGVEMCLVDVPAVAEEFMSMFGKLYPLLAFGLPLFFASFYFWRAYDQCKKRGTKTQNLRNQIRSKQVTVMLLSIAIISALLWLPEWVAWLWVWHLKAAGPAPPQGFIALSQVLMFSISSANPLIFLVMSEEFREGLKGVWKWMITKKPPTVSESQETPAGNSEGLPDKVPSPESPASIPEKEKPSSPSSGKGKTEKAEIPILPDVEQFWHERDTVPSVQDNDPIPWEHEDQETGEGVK
FBW7 activator: FBW7 E3 ligase activators, primary screen, biochemical, AlphaScreen, human; F-box/WD repeat-containing protein 7 (Homo sapiens), Q969H0; AlphaScreen FBW7–phospho-cyclin E peptide binding, activator screen; normalized activity (activation), % at 26.1 µM; 650,000 tested, 0.13% active; AID 1259310, 2017; in the data active = normalized activity above about 1.9%;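 also: purified mutant Fbw7 with reduced substrate affinity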
TEAD-YAP inh: TEAD-YAP interaction inhibition, primary screen, TEAD-YAP interaction inhibitor project, luminescence, HEK-TIYL cells; TEAD-Gal4/YAP UAS-luciferase luminescence; inhibition, % at 9.12 µM; 640,000 tested, 1.4% active; AID 1259422, 2018; in the data active = inhibition above about 32%;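 also: 0% = median of test compound wells and 100% = reference inhibitor wells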
Starred values were filed as active, the others as inactive; · = not tested or not shown; & = joins results of further samples.

Under each structure: MITF primary | GPR151 ag | FBW7 activator | TEAD-YAP inh
(1) Cc1nc(SCC(=O)c2ccc3c(c2)OCCO3)c2ccccc2n1
  3 | 0.8 | -0.1 | -8
(2) Clc1cccc(-n2cc(-c3ccccc3)c3c(N4CCN(c5ccccc5Cl)CC4)ncnc32)c1
  -20 | -1.9 | 0.0 | 3
(3) COc1ccccc1NC(=O)CSc1nc2ccccc2o1
  13 | -1.7 | 0.1 | -28
(4) CCN1C(=O)C(CC(=O)Nc2ccccc2)N(Cc2ccccc2)C1=S (stereo unspecified)
  3 | -0.3 | -0.1 | 11
(5) CC(C)Oc1ccc(Cc2ccc(NC3=NCCN3)cc2)cc1
  5 | 0.5 | · | ·
(6) O=C(CCn1c(SCc2cccc([N+](=O)[O-])c2)nc2ccccc2c1=O)NCCc1ccccc1
  8 | 4.2 | 0.1 | 0
(7) C=CCn1c2ccccc2c2nnc(SCC(=O)NC(Cc3ccccc3)C(=O)OC)nc21 (stereo unspecified)
  -3 | 0.3 | -0.2 | 1
(8) COc1ccc(-n2c(C)cc(C=C3C(=O)NC(=O)NC3=O)c2C)c([N+](=O)[O-])c1
  3 | 0.6 | -0.1 | 3
(9) NC(=O)c1nn(CC(=O)NC2CCCCCC2)c(=O)c2ccccc12
  -10 | 2.6 | -0.1 | 6
(10) CCN1CCSc2ccc(C(=O)Nc3ccc(C(C)=O)cc3)cc21
  12 | 0.4 | 0.8 | -39
(11) CCOC(=O)C1=C(C)N=c2sc(=C(C)C)c(=O)n2C1c1ccc2c(c1)OCO2 (stereo unspecified)
  5 | 1.6 | 0.0 | 0
(12) O=C(CN1C(=O)c2ccccc2C1=O)OCc1nc2ccccc2s1
  -7 | 0.5 | -0.2 | 2
(13) COc1ccc(OCC(=O)N(C)CC(=O)Nc2ccccc2C(F)(F)F)c([N+](=O)[O-])c1
  6 | -1.9 | 0.0 | 10
(14) O=C(NCCSCc1ccco1)c1ccc(CSc2ccc(Cl)cc2)cc1
  1 | -1.8 | -0.1 | -12
(15) CCOC(=O)c1nc(Nc2cccc(C(C)=O)c2)c2ccccc2n1
  -6 | -0.4 | 0.1 | 21
(16) O=C(NCc1ccc2c(c1)OCO2)C(=O)Nc1cccc(C(F)(F)F)c1
  -5 | -0.6 | 0.0 | -2
(17) CCCCCCOc1ccc(N2C(=O)/C(=C/c3ccc4c(c3)OCO4)N=C2c2ccc(Br)cc2)cc1
  16 | -1.9 | 0.2 | 7
(18) COC(=O)c1c(OCCCc2cccnc2)cc(=O)n2c1CCN(CCC(C)C)CC2
  -11 | 0.8 | -0.1 | -9
(19) CCOC(=O)N1CCC(NS(=O)(=O)c2cccc3nsnc23)CC1
  13 | -1.7 | 0.3 | 12
(20) O=C(NCc1ccccc1)C(c1ccncc1)N(C(=O)c1csnn1)c1ccccc1F (stereo unspecified)
  5 | 0.0 | 0.0 | 5
(21) CN1CCC(N(C2CC2)S(=O)(=O)c2ccccc2)CC1
  4 | -0.2 | -0.1 | 3
(22) CS(=O)(=O)N(CC(=O)Nc1ccc(CC#N)cc1)c1ccc(OCc2ccccc2)cc1
  17 | -0.6 | 0.8 | 1
(23) C/C(N)=C(/C#N)C(=O)COC(=O)c1ccc(I)cc1
  15 | -1.7 | 0.1 | 2
(24) Ic1ccc2ncnc(NCCCN3CCOCC3)c2c1
  7 | 1.3 | 0.0 | 25
(25) CCC(=O)C1CCCN(C(=O)CC2(c3ccccc3F)CC(=O)N(C3CCCC3)C2=O)C1 (stereo unspecified)
  23 | -0.7 | 0.2 | 7
(26) Cc1sc2nc3c4ccccc4c4nnnn4n3c(=O)c2c1C
  -4 | 0.4 | 0.4 | -29
(27) Cc1ccccc1CSc1nc2c(sc(=S)n2-c2ccccc2C)c(=O)n1-c1ccccc1
  5 | 0.1 | -0.1 | 2
(28) O=C1OC2(CCCCC2)OC(=O)C1=CNc1ccc(F)c(F)c1
  5 | 0.4 | 0.4 | 0
(29) CC(=O)c1c(C)[nH]c(C(=O)Nc2cccc(C)c2C)c1C
  16 | 0.6 | 0.7 | -24
(30) COc1ccc(-c2nnc(-c3ccncc3)o2)cc1
  11 | -1.6 | 0.0 | -50
(31) Cn1cc(CC(=O)Nc2ccccc2NC(=O)c2ccccn2)c2ccccc21
  7 | 0.4 | -0.2 | -1
(32) CS(=O)(=O)N(CC(O)Cn1c2ccccc2c2ccccc21)c1ccc(F)cc1 (stereo unspecified)
  6 | 4.4 | 0.0 | 0
(33) COc1ccccc1C(=O)N1CCN2C(=O)[C@H](C)NC(=O)[C@H]2C1
  -2 | 0.6 | 0.1 | 12
(34) O=C(Cn1ncc2c(=O)oc3ccccc3c21)NC1CC1
  10 | -1.4 | 0.4 | 3
(35) O=C(c1ccco1)N1CCN(C(=O)c2cc(C(c3ccccc3)c3ccccc3)no2)CC1
  5 | 1.8 | 0.3 | -4
(36) O=C1N/C(=C/c2ccccc2F)C(=O)N1Cc1ccc(Br)cc1
  -11 | 0.0 | 0.0 | 16
(37) CCOc1ccccc1NC(=O)Cc1ccccc1OC
  16 | -0.8 | 0.3 | -6
(38) COc1ccc(/C=C(/NC(=O)c2ccco2)C(=O)NCc2ccco2)cc1
  2 | 1.9 | 0.0 | -4
(39) CCOC(=O)Cc1csc(NC(=O)CSc2nc(C)cc(=O)[nH]2)n1
  11 | -1.1 | 0.3 | 5
(40) COc1ccc(-c2noc(CC(=O)N3CCCCC3C)n2)cc1 (stereo unspecified)
  2 | 1.1 | 0.0 | -21
(41) CCC(C(=O)NCC#N)c1ccccc1 (stereo unspecified)
  1 | 0.7 | 0.0 | -3
(42) O=C(O)c1ccc(Cn2nnc3ccsc3c2=O)cc1
  5 | -2.4 | -0.1 | -3
(43) O=c1c2c3c(sc2[nH]c(=S)n1-c1ccccc1)CN(Cc1ccccc1)CC3
  2 | 5.3* | 0.2 | 9
(44) Cc1c(N=c2scc(-c3ccc(Cl)cc3)n2Cc2ccco2)c(=O)n(-c2ccccc2)n1C
  1 | 1.9 | -0.5 | 23
(45) O=C(NC1CCCCC1)c1cc(Sc2ccc(Cl)cc2)nc2ccccc12
  10 | 0.8 | 0.3 | 1
(46) CC(=O)N1C(=S)NC(=O)/C1=C/c1cc2ccc(C)cc2nc1N1CCCCC1
  -5 | -0.4 | 0.1 | -2
(47) CC(NC(=O)c1ccccc1NC(=O)Nc1ccccc1)c1ccccc1 (stereo unspecified)
  -4 | -2.6 | 0.2 | -7
(48) CCOC(=O)N1CCC(n2c(SCc3ccc(F)cc3Cl)nc3ccsc3c2=O)CC1
  -2 | -0.1 | 0.1 | 0
(49) Cc1ccc(C(=O)NCc2nc(-c3ccc(Cl)cc3)no2)c(C)c1
  -17 | -1.4 | 0.2 | 5
(50) Cc1ccccc1C1CC(=O)Nc2c1ccc1c(O)cccc21 (stereo unspecified)
  -1 | 2.0 | -0.2 | 13
(51) COC(=O)c1sc(N2C(=O)C(=O)/C(=C(/O)c3ccc(Cl)cc3)C2c2cccc(Br)c2)nc1C (stereo unspecified)
  1 | 0.4 | 0.0 | 2
(52) Cn1c(=O)c2c(ncn2CC(=O)NCCn2nc(-c3cccs3)oc2=O)n(C)c1=O
  11 | 0.9 | 0.1 | -1
(53) CC(=O)c1ccc(S(=O)(=O)N2CCC(n3c(C)nc4cc(F)ccc43)CC2)cc1
  8 | -0.6 | 0.2 | 7
(54) CCNc1nc(NCC)n2c(=S)[nH]nc2n1
  -17 | -0.5 | -0.4 | 12
(55) O=C(NCCc1c[nH]c2ccccc12)/C(=C/c1ccco1)NC(=O)c1cccs1
  0 | -0.3 | -0.2 | 10
(56) C/C(=N\NC(=O)c1ccccn1)c1c(C)[nH]n(-c2ccccc2)c1=O
  9&-1 | -2.8&-0.1 | -0.9&-0.1 | -26&-70
(57) O=C(NNC(=O)c1ccc2c(c1)OCO2)NC12CC3CC(CC(C3)C1)C2
  7 | -1.5 | 0.7 | -4
(58) C#CCOc1ccc(/C=C2/C(=O)N(c3ccc(C(=O)O)cc3)N=C2C)cc1OC
  3 | 0.2 | -0.4 | 3
(59) CCOc1cc(C#N)c(NC(=O)c2cccnc2Cl)cc1OCC
  -7 | 0.2 | -0.2 | 0
(60) CC(NC(=O)c1ccc(-n2cnnn2)cc1)C12CC3CC(CC(C3)C1)C2 (stereo unspecified)
  -10 | -0.4 | 0.1 | -9

3 entries from above in another layout:
nr | mol | MITF primary | GPR151 ag | FBW7 activator | TEAD-YAP inh
54 | CCNc1nc(NCC)n2c(=S)[nH]nc2n1 | -17 | -0.5 | -0.4 | 12
55 | O=C(NCCc1c[nH]c2ccccc12)/C(=C/c1ccco1)NC(=O)c1cccs1 | 0 | -0.3 | -0.2 | 10
56 | C/C(=N\NC(=O)c1ccccn1)c1c(C)[nH]n(-c2ccccc2)c1=O | 9&-1 | -2.8&-0.1 | -0.9&-0.1 | -26&-70

Carrying on.
Under each structure: MITF primary | GPR151 ag | FBW7 activator | TEAD-YAP inh
(61) COC(=O)C1CCN(C(=O)/C=C/c2ccc(OC)cc2)CC1
  -4 | 1.9 | -0.1 | 14
(62) Nc1c(C(=O)Nc2ccc(S(N)(=O)=O)cc2)sc2nc3c(cc12)CCCC3
  17 | 0.0 | 0.1 | -7
(63) Cc1cccc(N2C(=O)NC(=O)/C(=C\c3cccn3C(C)(C)C)C2=O)c1
  -2 | -1.4 | 0.5 | 7
(64) CCCn1c(CCc2ccccc2)nnc1SCC(=O)N1CCCC1
  10 | 0.3 | -0.1 | 10
(65) CC(C)CC(NC(=O)COc1cccc(Br)c1)C(=O)O (stereo unspecified)
  -15 | 0.9 | 0.0 | -2
(66) CCCNc1cc(NCc2cccnc2)ncn1
  9 | -0.6 | 0.0 | 4
(67) COc1ccccc1CN1CCC(C(=O)NC(C)(C)C)CC1
  27 | 0.6 | -0.1 | 5
(68) CS(=O)(=O)c1ccc2c(c1)nc(NCc1ccco1)c1nccn12
  8 | -0.6 | 0.1 | 4
(69) CCOC(=O)c1ccc(-c2nnc(-c3ccc(Cl)cc3Cl)o2)cc1
  9 | -0.4 | 0.1 | -9
(70) CC(C)(C)c1ccc(C(=O)Nc2ccc3oc(-c4ccc(C(C)(C)C)cc4)nc3c2)cc1
  9 | 1.2 | 0.1 | -7
(71) CCOC(=O)C1=C(C)NC(=O)NC1c1ccc(OC)cc1OC (stereo unspecified)
  13 | 0.6 | 0.1 | 6
(72) COc1ccc(C(=O)NC2CC3CCC2C3)cc1OC (stereo unspecified)
  3 | 0.4 | 0.2 | -9
(73) OCCNc1nc(Nc2ccc(N3CCOCC3)cc2)nc2c1ncn2Cc1ccc(C(F)(F)F)cc1
  1 | -0.8 | 0.1 | -7
(74) COc1ccc(C(=O)NC(N)=NCCc2c[nH]c3ccccc23)cc1
  5 | -0.8 | -0.1 | 6
(75) O=S(=O)(c1ccc(Cl)c(F)c1)N1CCC(n2nnc3cc(F)ccc32)CC1
  12 | 0.1 | 0.1 | 2

Entries of single compounds, quoted from the list. Order of values: MITF primary, GPR151 ag, FBW7 activator, TEAD-YAP inh
CS(=O)(=O)c1ccc2c(c1)nc(NCc1ccco1)c1nccn12 across the screens: 8, -0.6, 0.1, 4
CCCNc1cc(NCc2cccnc2)ncn1 across the screens: 9, -0.6, 0.0, 4
COC(=O)C1CCN(C(=O)/C=C/c2ccc(OC)cc2)CC1 across the screens: -4, 1.9, -0.1, 14
COc1ccccc1CN1CCC(C(=O)NC(C)(C)C)CC1 across the screens: 27, 0.6, -0.1, 5
OCCNc1nc(Nc2ccc(N3CCOCC3)cc2)nc2c1ncn2Cc1ccc(C(F)(F)F)cc1 across the screens: 1, -0.8, 0.1, -7

Next section.
Under each structure: MITF primary | GPR151 ag | FBW7 activator | TEAD-YAP inh
(76) CN(C)S(=O)(=O)c1cccc(NC(=O)CSc2nnc(Nc3ccccc3)s2)c1
  -8 | -5.2 | 0.1 | 2
(77) CCCc1cc(C(=O)Nc2c(C)nn(Cc3ccc(C)cc3)c2C)no1
  3 | 0.5 | 0.0 | 16
(78) O=C(COc1cccc2ccc(N3CCOCC3)nc12)Nc1cccc(F)c1
  1 | 2.6 | 0.1 | 34*
(79) O=C(CCCOc1ccc(Br)cc1)NCc1ccc2c(c1)OCO2
  1 | 1.3 | 0.0 | 4
(80) Cc1ccc(-c2nc(Cl)nc3ccccc23)cc1
  4 | 2.3 | 0.1 | 5
(81) CCOc1ccc(/C=C2\N=C(c3ccco3)OC2=O)cc1
  5 | -0.7 | 0.0 | -1
(82) O=C(CNC(=O)c1cccc(F)c1)N/N=C/c1c2ccccc2cc2ccccc12
  24 | -0.1 | 0.8 | -9
(83) NC(=O)N/N=C/c1ccccc1OS(=O)(=O)c1ccc([N+](=O)[O-])cc1
  -5 | -0.5 | -0.2 | 16
(84) COc1cn(-c2ccc(F)cc2)nc1C(=O)N1CCN(c2ccccc2)CC1
  -4 | -0.3 | -0.3 | -4
(85) CC(=O)Nc1cccc(Oc2ncnc3sc4c(c23)CCCC4)c1
  -6 | -1.9 | -0.1 | -17

Screens from PubChem.
